Screens from PubChem BioAssay.
ABCB6 inh MLPCN: human ABCB6 transporter inhibition | Q9NP58 | K562-ABCB6 porphyrin accumulation, flow cytometry, 1 h; active compounds read low | fluorescence ratio to DMSO, % at 10 µM | 360,000 compounds, 0.19% hits | AID 602162;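 active = fluorescence ratio to DMSO below 75%, the collection mean minus 3 SD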;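 also: signal is porphyrin accumulated inside mitochondria; 100% equals median channel fluorescence of DMSO control wells; lower ratio means ABCB6 inhibition with less porphyrin fluorescence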
N-glyco inh: N-linked glycosylation inhibition; D54 ERlucT glycosylation luciferase reporter, 24 h; percent of 100 nM tunicamycin response; reporter increase, % at 12.5 µM; 360,000 compounds, 0.23% hits; AID 588692;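 active = mean luciferase reporter signal, scaled so untreated is 0 and the glycosylation-blocking control 100, at or above a set limit in every replicate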;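 also: luciferase carries N-glycosylation sites so blocking glycosylation raises the light; 0% = median of neutral control wells and 100% = median of 100 nM tunicamycin wells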
NOD2-RIPK2 inh: blocks binding of human NOD2 to RIPK2; CHO BLA complementation NOD2-RIPK2, CCF4 ratio; inhibition, % at 4.98 µM; 360,000 compounds, 0.38% hits; in the data active = inhibition above about 21%;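 also: 0% = vehicle only and 100% = reference blocker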
NCOA2 inhibitor: inhibits human steroid receptor coactivator 2; Q15596; HEK293 GAL4-SRC2 luciferase reporter, luminescence; inhibition, % at 9 µM; 370,000 compounds, 0.17% hits; AID 651957;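 active = inhibition above the mean inhibition of all tested compounds plus 3 SD, set per campaign, cut at about 52% in these data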;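 also: 0% = DMSO treated cells and 100% = cells given Gossypol at 36 µM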
H9c2 protect: protects H9c2 cardiomyocytes from peroxide injury. H2O2 injury protection, ATPLite, 2 h. 360,000 compounds, 0.63% hits. protection from H2O2 cell death, % at 20 µM;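 active = compounds giving at least 50% protection of heart cells from peroxide-induced death in the single-dose screen, raw or plate-pattern-corrected value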;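 also: 0% = DMSO wells with peroxide and 100% = DMSO wells without peroxide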
HTR2A ag: activates the mouse 5-HT2A serotonin receptor; P35363; AID 624169; 360,000 compounds, 0.66% hits; CHO-K1 mHTR2A beta-arrestin complementation, luminescence; percent of 30 µM serotonin response; activation, % at 7.6 µM;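 active = activation above a run cutoff, the mean activation of all tested compounds plus 3 SD, cut at about 14% in these data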;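 also: 0% = plate median of compound wells and 100% = 30 µM serotonin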
ABHD5-PLIN5 inh: inhibitors of human ABHD5-perilipin-5 interaction; Split G. princeps luciferase complementation, luminescence, 4 h; inhibition, % at 4 µM; 360,000 compounds, 0.78% hits; AID 602281;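 active = inhibition above the mean inhibition across every tested compound plus 3 SD, cut at about 22% in these data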;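 also: 0% = DMSO only wells and the 100% control is not disclosed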
MC4R barr agon: agonists of human melanocortin 4 receptor (MC4R) beta-arrestin; activation, % at 8.9 µM; 360,000 compounds, 0.98% hits; P32245; AID 540308; U2OS MC4R beta-arrestin complementation, luminescence; percent of melanotan II response, DMSO zero;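 active = activation above a per-plate cutoff, the mean activation of sample wells on that plate plus 3 SD, cut at about 8% in these data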
MC4R antag cAMP: blocks human MC4R cAMP signaling. AID 540295. inhibition, % at 6.5 µM. 360,000 compounds, 0.48% hits. P32245. MC4R-expressing cells, MTII-stimulated cAMP, LANCE TR-FRET;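 active = inhibition above its plate's cutoff, the mean of tested wells on that plate plus 3 SD, cut at about 29% in these data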;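 also: 0% = Melanotan II alone and 100% = Melanotan II plus saturating MCL0020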
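System: U2OS-MC4R stable cell line; Technique: Eu-cAMP/anti-cAMP TR-FRET, emission 671 nm; Repeats: single well per compound; Also added: Melanotan II; Dosing: one concentration, 6.5 µM nominal; Schedule: 30-min compound, 1-h challenge, 1-h detection, room temperature.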
TLR9-MyD88 block: blocks human TLR9 binding to MyD88; 340,000 compounds, 0.21% hits; CHO BLA complementation TLR9-MyD88, CCF4 FRET ratio; Q9NR96+Q99836; inhibition, % at 4.98 µM;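 active = inhibition above the mean over all tested compounds plus 3 SD, cut at about 21% in these data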;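 also: 0% = DMSO only wells and 100% = clavulanate BLA inhibitor control wells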
Target sequence (Q99836 whole entry, looked up): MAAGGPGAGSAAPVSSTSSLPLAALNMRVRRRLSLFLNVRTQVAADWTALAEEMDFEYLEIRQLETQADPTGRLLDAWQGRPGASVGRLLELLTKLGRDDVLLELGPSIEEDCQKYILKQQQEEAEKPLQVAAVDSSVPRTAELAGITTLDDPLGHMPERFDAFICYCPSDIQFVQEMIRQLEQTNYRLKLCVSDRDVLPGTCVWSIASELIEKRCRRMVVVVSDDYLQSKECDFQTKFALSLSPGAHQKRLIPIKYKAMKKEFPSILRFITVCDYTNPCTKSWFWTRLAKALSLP
Target sequence (Q9NR96 whole entry, looked up): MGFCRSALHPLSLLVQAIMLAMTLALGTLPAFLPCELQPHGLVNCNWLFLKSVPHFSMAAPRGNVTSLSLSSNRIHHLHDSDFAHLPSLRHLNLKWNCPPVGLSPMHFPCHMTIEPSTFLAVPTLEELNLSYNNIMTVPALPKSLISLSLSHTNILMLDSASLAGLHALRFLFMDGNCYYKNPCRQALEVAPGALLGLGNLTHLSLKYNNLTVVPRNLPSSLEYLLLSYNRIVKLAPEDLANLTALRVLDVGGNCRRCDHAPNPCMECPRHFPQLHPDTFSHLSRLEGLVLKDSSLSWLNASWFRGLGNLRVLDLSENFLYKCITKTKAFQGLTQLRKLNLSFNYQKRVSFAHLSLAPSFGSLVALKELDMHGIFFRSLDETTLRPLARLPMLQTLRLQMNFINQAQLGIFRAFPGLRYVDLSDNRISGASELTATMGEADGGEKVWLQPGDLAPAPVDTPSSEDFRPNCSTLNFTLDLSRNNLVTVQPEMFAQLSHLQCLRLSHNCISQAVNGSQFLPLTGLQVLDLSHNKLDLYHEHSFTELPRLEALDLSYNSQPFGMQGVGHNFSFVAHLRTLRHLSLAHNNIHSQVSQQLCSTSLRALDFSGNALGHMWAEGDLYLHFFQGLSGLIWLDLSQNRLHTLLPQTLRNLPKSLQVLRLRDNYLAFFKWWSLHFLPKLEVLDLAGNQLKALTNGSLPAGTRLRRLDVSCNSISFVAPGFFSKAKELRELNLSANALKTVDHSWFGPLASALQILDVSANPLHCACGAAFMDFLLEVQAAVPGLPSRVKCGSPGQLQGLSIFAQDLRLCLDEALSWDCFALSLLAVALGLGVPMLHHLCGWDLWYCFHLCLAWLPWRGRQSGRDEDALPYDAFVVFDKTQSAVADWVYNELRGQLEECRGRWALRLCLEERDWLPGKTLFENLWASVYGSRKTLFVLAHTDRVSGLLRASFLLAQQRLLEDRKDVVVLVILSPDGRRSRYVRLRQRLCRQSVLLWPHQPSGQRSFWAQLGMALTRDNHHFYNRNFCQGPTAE
* hit, by the source's call; . = not tested or not shown.

SMILES	ABCB6 inh MLPCN	N-glyco inh	NOD2-RIPK2 inh	NCOA2 inhibitor	H9c2 protect	HTR2A ag	ABHD5-PLIN5 inh	MC4R barr agon	MC4R antag cAMP	TLR9-MyD88 block
CCOc1ccc(S(=O)(=O)Nc2ccc(O)c(Sc3ncn[nH]3)c2)cc1	90	0	-1	-13	-4	1	-4	0.5	24	-1
CC1CCc2[nH]c3ccc(C(=O)N4CCCC(C(F)(F)F)C4)cc3c2C1 (configuration not stated)	95	-3	0	25	-6	-3	-9	1.0	-7	-4
Cc1cccc(C)c1NC(=O)CSCc1cccc(CSCC(=O)Nc2c(C)cccc2C)n1	94	-3	-13	9	14	0	-3	-0.8	5	-4
CCC(C)N=CC1=C(O)CC(c2ccccc2)CC1=O (configuration not stated)	99	-2	-1	6	1	-3	12	-1.8	-4	-12
CC1(C(=O)NS(=O)(=O)c2cccc(F)c2)CCN1C(=O)c1ccccc1 (configuration not stated)	96	1	6	-8	2	0	0	-0.8	9	.
Cn1c(=O)c2c(nc(CN3CCC(C(N)=O)CC3)n2Cc2c(Cl)cccc2Cl)n(C)c1=O	87	2	3	-18	0	-1	6	-1.4	2	-9
CN(C)c1ccc(/C=N/NC(=S)NCc2ccccc2)cc1	106	0	2	-41	-3	1	-7	-0.1	4	-3
COc1cc2c(cc1OC)C(COc1ccc3c(C)cc(=O)oc3c1)N(C(=O)c1ccco1)CC2 (configuration not stated)	102	-5	-10	-7	58*	0	3	0.1	2	-7
COc1ccc(OC)c(NC(=O)CC2SC(=NCc3ccccc3)NC2=O)c1 (configuration not stated)	102	4	3	-12	3	1	-1	-1.2	2	1
COC(=O)C1=C(C(=O)c2ccc(C)cc2)C(c2ccccc2)n2nnnc2N1 (configuration not stated)	102	0	3	-3	11	7	9	0.3	3	1
CC(=O)N1CCCC(C)(C(=O)N(C)Cc2cccc3ccccc23)C1 (configuration not stated)	101	3	3	10	1	1	-1	-1.1	4	.
CN(C(=O)c1ccc(NC(=O)Cc2cccc(NC(=O)C3CCN(C(=O)C4CCCCC4)CC3)c2)cc1)C1CC1	97	1	-4	2	-10	0	3	0.1	-5	-8
Cc1cc(Br)ccc1SCC(=O)OCC(=O)NCc1ccc2c(c1)OCO2	98	0	-5	27	-5	9	-8	0.3	3	10
COc1ccc(C2=Nn3c(nnc3-c3ccccc3F)SC2)cc1OCC1CC1	92	12	-4	-24	7	-1	-4	0.8	-46	2
CCN(CC)C(=O)CN1C(=O)c2cccc3cccc1c23	99	1	2	-1	4	-5	-1	0.2	-5	-8
Cc1ccc([C@H]2C(C(=O)O)=CC[C@@H](c3ccc(C(C)C)cc3)N2S(=O)(=O)c2ccc(C)cc2)cc1	101	-1	-6	2	-15	4	-8	-0.1	3	0
O=C(NCCc1c[nH]c2ccccc12)c1ccccc1	97	0	17	-34	8	-1	-1	-1.1	1	3
CC(Cl)C(=O)c1ccc2c(c1)CCN2C(=O)C1CC1 (configuration not stated)	92	-1	3	5	-1	0	-1	-1.2	5	5
CN(C)c1ncnc2c1ncn2[C@H]1CN(Cc2ccc(F)cc2)C[C@@H](CO)O1	93	1	9	-11	5	7	2	-1.2	-4	.
CCCN1CCN(CCCNC(=O)CCN2C(=O)COc3ccccc32)CC1	99	-1	-3	-14	-1	-1	2	-2.4	6	4

Arranged by number of heavy atoms (rising): 3 of the compounds above.
SMILES	ABCB6 inh MLPCN	N-glyco inh	NOD2-RIPK2 inh	NCOA2 inhibitor	H9c2 protect	HTR2A ag	ABHD5-PLIN5 inh	MC4R barr agon	MC4R antag cAMP	TLR9-MyD88 block
CC1(C(=O)NS(=O)(=O)c2cccc(F)c2)CCN1C(=O)c1ccccc1 (configuration not stated)	96	1	6	-8	2	0	0	-0.8	9	.
CN(C)c1ncnc2c1ncn2[C@H]1CN(Cc2ccc(F)cc2)C[C@@H](CO)O1	93	1	9	-11	5	7	2	-1.2	-4	.
COc1ccc(C2=Nn3c(nnc3-c3ccccc3F)SC2)cc1OCC1CC1	92	12	-4	-24	7	-1	-4	0.8	-46	2

Additional entries:
SMILES	ABCB6 inh MLPCN	N-glyco inh	NOD2-RIPK2 inh	NCOA2 inhibitor	H9c2 protect	HTR2A ag	ABHD5-PLIN5 inh	MC4R barr agon	MC4R antag cAMP	TLR9-MyD88 block
CCOC(=O)C1=C(C)N=C2SC(C(=O)OC)=CC(=O)N2C1c1cc(OC)c(OC)c(OC)c1 (configuration not stated)	103	4	-5	14	-6	-1	-5	-2.8	1	2
Cc1ccc(/C=N/NC(=O)c2nnn(-c3nonc3N)c2C(C)C)o1	104	3	8	11	3	2	-3	-3.1	-5	1
COc1ccc(S(=O)(=O)N2CCOCC2)cc1NC(=O)c1ccc(SC)cc1OC	96	7	0	-20	4	3	-1	-0.3	18	6
Cc1cc(NC(=O)COc2coc(CN3CCN(c4ccc(F)cc4)CC3)cc2=O)no1	103	0	-6	-34	0	-9	-10	-1.0	5	-7
CCOc1cccc(/C=N/Nc2nc(N3CCCC3)nc(N3CCCC3)n2)c1O	102	0	-11	-7	29	1	-1	-1.3	7	0
O=C(NNC(=O)c1ccccc1F)c1cccc(-n2cccc2)c1	101	3	4	-25	-2	0	6	-1.2	7	-3
COc1ccc(OC)c(S(=O)(=O)N2CCC(c3nc4ccccc4[nH]3)CC2)c1	96	-1	1	-10	-1	-9	4	-0.7	1	4
CCC(C(=O)N1CCN(c2ccccn2)CC1)n1nc(C)n2c(cc3occc32)c1=O (configuration not stated)	95	1	-7	-13	4	-2	7	-0.5	5	5
O=S(=O)(Cc1ccc(Cl)cc1)CC(O)COCc1ccccc1 (configuration not stated)	93	-2	2	-20	0	-4	-5	0.1	1	-5
CC(=O)c1cc(C#N)c(Oc2cccc(C(F)(F)F)c2)nc1C	100	-4	14	-48	-12	2	2	-1.3	3	-2
Cc1cc(OCC(=O)OCC(=O)N(C)C2CCS(=O)(=O)C2)ccc1Cl (configuration not stated)	99	1	3	-33	0	0	-4	0.6	4	-5
O=C(/C=C/c1ccc2c(c1)OCO2)c1ccc(O)cc1O	98	8	-9	-72	-8	-6	16	1.5	-15	-20
COc1ccc(C2Nc3ccccc3C(=O)N2Cc2ccccc2)cc1OC (configuration not stated)	95	-1	-1	-6	17	-3	-5	-1.1	7	.
c1ccc(-c2cc3c(N4CCN(c5ccccc5)CC4)ncnc3s2)cc1	100	3	5	-13	0	-3	3	4.2	2	15
COc1ccccc1N1CCN(C(=O)c2cccc(S(=O)(=O)Nc3ccccc3F)c2)CC1	96	-2	-2	9	2	0	-5	-0.5	4	-5
CCN1CCN(C(=O)C2=CC(c3ccc(C)cc3)=NS(=O)(=O)N2C)CC1	98	0	-1	-16	-4	-6	-7	0.1	-7	-4
Cc1onc(-c2ccccc2)c1C(=O)N1CC(C)OC(C)C1 (configuration not stated)	95	1	-1	-24	10	-3	-5	-1.0	-1	-3
CCCNC(=O)C1(C)CCCN(Cc2cccn2C)C1 (configuration not stated)	93	3	-19	-8	0	4	7	-1.0	-1	.
COc1ccc(/C=C/C(=O)OCC(=O)N2c3ccccc3CC2C)c(OC)c1 (configuration not stated)	98	1	9	-5	8	9	-2	-0.1	-4	-9
CCCCCCNC(=O)CC(c1ccccc1)c1cc(Br)ccc1O (configuration not stated)	97	-8	8	10	-40	-3	-15	1.4	7	-1
CCOC(=O)c1c(C)[nH]c(C(=O)COC(=O)C2CC2C)c1C (configuration not stated)	98	-7	-2	-92	-9	1	-8	1.4	11	-2
C=CCNc1sc(C(=O)C(C)(C)C)c(N)c1C#N	100	-3	-13	-5	0	-4	-8	0.7	-7	-6
COCCN1C(=O)COc2ccccc2C1C(=O)NC1CCCC1 (configuration not stated)	100	.	-23	-17	.	0	2	.	.	.
Cc1cc(Cl)ccc1OCC(=O)OCC(=O)c1c(N)n(C)c(=O)n(C)c1=O	97	3	-2	5	1	3	-3	0.5	0	6
Cc1cc(NC(=O)CSc2ccccn2)cc(NC(=O)CSc2ccccn2)c1	166	-1	-11	-3	2	-3	-3	1.1	17	-6
CCc1ccc(CNC(=O)CCn2ccc3cc(S(=O)(=O)N4CCCC4)ccc32)cc1	93	0	11	7	-2	1	-4	0.2	0	-2
CSc1ccc(Cl)c(C(=O)OCC(=O)N2CCN(C(=O)c3ccco3)CC2)c1	99	0	-6	-15	5	-2	-7	-2.0	11	7
CCC1COCCS(=O)(=O)N1Cc1ccc(F)cc1 (configuration not stated)	96	1	-6	-19	10	0	-1	-0.7	-2	-7
CC(C)Nc1nnc(SCc2cc(=O)n3ccsc3n2)s1	98	-2	3	-11	7	2	1	-1.1	5	-7
CC(C)NC(=O)CC(c1ccccc1)c1cc(Br)ccc1O (configuration not stated)	98	-4	4	.	-1	3	3	-1.1	12	-15
CCCS(=O)(=O)N1CCCC(C(=O)Oc2ccc(OC)cc2)C1 (configuration not stated)	90	-1	-18	6	5	-1	8	0.3	4	10
O=C1CCCC(=O)N1c1ccc(F)cc1	107	1	5	0	2	3	1	-1.4	9	-4
O=C1N=C(c2ccccc2)S/C1=C\c1cccs1	97	-6	8	-33	16	-1	-14	-1.1	7	-10
CC1=NN(C(N)=S)C(=O)C1N=Nc1ccc(C)c(Br)c1 (configuration not stated)	98	-4	-4	-11	-8	10	8	-0.8	5	-2
COc1ccc(-c2cc3c(=O)n(CC(=O)NCc4cccnc4)ncn3n2)cc1	91	-9	-10	-49	-23	3	0	-1.3	6	3
O=C(O)c1cccc(Cn2c(Cl)c(/C=N/NC(=O)c3ccccc3O)sc2=O)c1	94	2	-3	1	7	0	9	3.3	-12	1
O=C(Nc1cccc(C(=O)N2CCOCC2)c1)NC1CCCCC1	98	1	-8	-1	6	-2	-1	0.8	4	0
COCCn1c(SCC(=O)N2CCOCC2)nnc1-c1ccco1	102	1	14	0	5	-7	4	-2.8	11	-1
Cc1ccccc1N(CC(=O)NC1CCCC1)C(=O)C1(C)CC(=O)N=C2C=CC(Cl)=CN21 (configuration not stated)	97	0	-5	14	-3	-2	-15	0.0	20	0
COc1cc2c(cc1O)CCN(C(=O)c1ccco1)C2C (configuration not stated)	97	-3	-2	-7	2	1	-1	-1.9	-5	-12
O=C(O)c1ccccc1N(Cc1ccccc1)C(=O)COc1ccccc1	96	2	-7	6	3	-1	0	0.2	12	-6
Cn1c(N)c(C(=O)COC(=O)CNC(=O)c2ccccc2F)c(=O)n(C)c1=O	98	0	-6	7	8	9	2	-2.3	6	12
CCCC1C2C(=O)N(c3ccccc3)C(=O)C2ON1c1ccccc1 (configuration not stated)	102	1	8	0	0	-2	-5	0.2	8	-2
Cc1ccc(CN2CCN(Cc3cccn3-c3nccs3)CC2CCO)cc1 (configuration not stated)	99	1	2	12	-2	-2	2	0.4	-2	-3
Cc1ccc(C)c(S(=O)(=O)Nc2ccc3sc(C)nc3c2)c1	101	3	-8	-26	-13	-1	-6	-0.2	0	7

A portion of the library (hit frequency here may not be typical).
